Source: PubChem
NCI-60 one-dose screen, 48 h, at 10 µM unless noted. Numbers give growth in % (100 = growth as untreated, 0 = no growth, -100 = all killed).
CAKI-1 = CAKI-1 renal cancer; hit rate 4.7% among 75,000
OVCAR-3 = OVCAR-3 ovarian cancer; hit rate 7% among 79,000
A498 = A498 renal cancer cells. hit rate 5.4% among 76,000. AID 1794774
ACHN = ACHN renal cancer. hit rate 4.9% among 81,000
RXF 393 = RXF 393 renal cancer cells | AID 1794773 | hit rate 6.9% among 77,000
OVCAR-4 = OVCAR-4 ovarian cancer cells. hit rate 3.7% among 80,000. AID 1794784
OVCAR-5 = OVCAR-5 ovarian cancer; hit rate 2.9% among 82,000
OVCAR-8 = OVCAR-8 ovarian cancer; hit rate 4.4% among 81,000
The depositor's hits bear a star; . = not tested or not shown; [ ] = dose if it differs, or a comment. How the source made its calls: active means growth percent below 10; inactive means the rest. The order is random; any-hit rate near 10%.

The opening 3 records as a preview:
SMILES	CAKI-1	OVCAR-3	A498	ACHN	RXF 393	OVCAR-4	OVCAR-5	OVCAR-8
COc1ccc2[nH]cc(-c3noc(C(=O)c4cn(C)c5ccc(OC)cc45)n3)c2c1	86	104	110	97	115	102	95	98
O=C(Nc1ccncc1)c1noc2ccccc12	.	110	79	102	101	98	94	102
COc1ccc(/C=C2\N=C(c3ccccc3)N(C(=O)c3ccc(O)cc3)NC2=O)cc1	96	104	90	98	108	106	92	94

Results, from the start:
SMILES	CAKI-1	OVCAR-3	A498	ACHN	RXF 393	OVCAR-4	OVCAR-5	OVCAR-8
COc1ccc2[nH]cc(-c3noc(C(=O)c4cn(C)c5ccc(OC)cc45)n3)c2c1	86	104	110	97	115	102	95	98
O=C(Nc1ccncc1)c1noc2ccccc12	.	110	79	102	101	98	94	102
COc1ccc(/C=C2\N=C(c3ccccc3)N(C(=O)c3ccc(O)cc3)NC2=O)cc1	96	104	90	98	108	106	92	94
CN(C)c1ccc(C=Nc2ccc3c(c2)/C(=C/c2ccc(N(C)C)cc2)c2ccccc2-3)cc1	87	100	106	89	108	104	89	91
CCCOC(=O)c1ccc(O)c(OC)c1	.	115	85	110	105	113	103	104
CC(=O)OC[Si](C)(C)c1ccccc1	92	112	103	106	107	103	108	101
CCOC(=O)c1csc(-c2csc(CCNC(=O)c3ccccc3)n2)n1	101	110	99	109	126	90	107	.
O=C(COc1ccccc1)N1N=C(c2ccc(Cl)cc2)CC1c1c[nH]c2ccccc12 (stereo not drawn)	46	78	72	61	103	.	112	70
CC1=CC(=C2C=C(C)C(=O)C(C)=C2)C=C(C)C1=O	79	113	107	91	97	106	100	99
CCCCCCCCCCCCCCCCCCCCCCCCCC(=O)O	99	112	95	98	112	93	104	101
COc1cc(NC(=O)Nc2cnc(Nc3ccc(N4CCOCC4)cc3)nc2Oc2ccc(F)cc2)cc(OC)c1	.	98	102	100	78	60	113	73
O=C1CCCC=CC[C@H]2C=C(Cl)C(=O)C2=CC[C@H](CCCCC(F)(F)F)OC(=O)CCCC=CC[C@H]2C=C(Cl)C(=O)C2=CC[C@H](CCCCC(F)(F)F)OC(=O)CCCC=CC[C@H]2C=C(Cl)C(=O)C2=CC[C@H](CCCCC(F)(F)F)O1	.	14[6.25 µM]	101[6.25 µM]	71[6.25 µM]	86[6.25 µM]	69[6.25 µM]	140[6.25 µM]	8.8*[6.25 µM]
Nc1nn2c(-c3cc4ccccc4oc3=O)ccnc2c1N=Nc1ccc(C(=O)O)cc1	89	110	148	96	89	105	116	92
Cc1ccc(C(=O)/C=C/c2cn(Cc3ccc(Cl)cc3)c3ccccc23)cc1	61	112	102	89	.	92	92	100
CCOC(=O)C(NC(C)=O)C(=O)c1ccccc1 (stereo not drawn)	100	104	39	102	103	102	98	92
C=C(CBr)[C@@H]1CC[C@]2(C(=O)O)CC[C@]3(C)[C@H](CC[C@@H]4[C@@]5(C)CCC(=O)C(C)(C)[C@@H]5CC[C@]43C)[C@@H]12	82	71	110	81	86	75	90	84
CSc1ccc([N+](=O)[O-])cc1	103	123	122	109	119	.	113	108
CC(=O)Cc1nsc(NC(=O)c2cc(-c3cc(Cl)ccc3Cl)oc2C)n1	99	110	105	106	103	113	111	102
CC[C@@]1(OC(=O)CN(C)C)C(=O)OCc2c1cc1n(c2=O)Cc2cc3c(N)cccc3nc2-1	-20*	-34*	-57*	-49*	-23*	10	15	14
COC(=O)/C=C/c1cccc2c1C(=O)NC(C)(c1cc3cc(Cl)ccc3oc1=O)N2 (stereo not drawn)	29	71	70	27	19	67	96	65
CC1OC(O[C@H]2CC[C@]3(C)[C@H]4CC[C@@H]5[C@H]6[C@H]7OC[C@@]6(CCC7(C)C)CC[C@@]5(C)[C@]4(C)CC[C@H]3C2(C)C)C[C@@H](O)[C@H]1O (stereo partly drawn)	90	102	90	100	98	111	97	98
CN1CCc2c(c3ccccc3c3ccccc23)C1	56	64	63	26	.	82	60	37
CNC(=S)n1cnc(N)n1	87	112	117	91	112	102	98	102
O=C1Nc2ccccc2/C1=C/C(=O)c1ccc(-n2ccnc2)cc1	84	87	103	79	113	.	101	98
O=[N+]([O-])c1ccccc1Nc1cccc2ccccc12	66	98	73	97	96	74	103	93
Going on with the list:
SMILES	CAKI-1	OVCAR-3	A498	ACHN	RXF 393	OVCAR-4	OVCAR-5	OVCAR-8
Nc1c(C(=O)c2ccc(Cl)cc2)sc(Nc2ccccc2)c1-c1nc2ccccc2s1	25	4.1*	46	26	73	-9.6*	46	23
Cc1ccc2nc(COc3ccc(C(=O)NNC(=S)NC4CCCCC4)cc3)[nH]c2c1	97	95	118	105	.	80	118	71
COc1ccc2c(c1)O/C(=C/c1ccc(OCC(=O)Nc3ccccc3OC)cc1)C2=O	.	99	83	.	99	94	106	95
O=C(N/N=C1\c2ccccc2-c2cccc(C(=O)O)c21)c1ccc(Br)cc1	87	103	83	102	96	100	103	101
Cc1ccc2nc(-c3ccc(N=NNc4ccc(-c5nc6ccc(C)c(S(=O)(=O)O)c6s5)cc4)cc3)sc2c1S(=O)(=O)O	93	136	103	98	116	107	103	102
CCOC(=O)c1c(N)sc2cc(O)ccc12	98	98	104	98	115	108	100	100
CCOC(=O)C1=C(C)NC(SCc2nnc(-c3ccc(Cl)cc3)o2)=NC1c1ccc(F)cc1 (stereo not drawn)	82	98	88	93	99	98	97	88
COc1ccc2nc3ccc(OC)cc3c(SCCCN)c2c1	74	71	83	44	49	64	83	76
COc1ccc(-n2c(SCc3cc(OC)c(OC)c(OC)c3)nc3cc(OC)c(OC)cc3c2=O)c(OC)c1	82	105	58	94	96	87	92	87
c1ccc(Oc2cccc3ccccc23)cc1	.	103	95	106	98	97	105	98
CCc1oc2ccccc2c1C(=O)c1cc(Br)c(O)c(Br)c1	64	58	67	84	52	67	124	79
N#Cc1c(-c2ccc(F)cc2)nc(NN)nc1N1CCOCC1	.	102	74	93	109	89	110	95
O=C(Nc1ccc(-c2nc3ccccc3c(=O)[nH]2)cc1)c1cc2ccccc2[nH]1	82	86	86	87	99	91	83	89
CCOC(=O)c1ccccc1NC(=O)CN(CC)CC	.	108	109	.	124	116	113	100
O=C1OC2(c3ccccc31)c1ccccc1-c1ccccc12	62	94	70	101	97	83	88	101
CCOC(=O)C1(NC(=O)C2(N3C(=O)c4ccccc4C3=O)CCCC2)CCCC1	102	126	107	110	103	101	103	105
O=C(N=Nc1c(O)[nH]c2ccccc12)Nc1ccc(C(F)(F)F)cc1	81	96	105	98	100	96	106	101
CCCCCCCCCCCCCCCC(=O)OC[C@H](CSC[C@H](NC(C)=O)C(=O)N[C@@H](CO)C(=O)OC)OC(=O)CCCCCCCCCCCCCCC	96	.	111	88	128	102	113	98
Cc1ccc(Nc2nnc(-c3c[nH]c4ccccc34)o2)c(C)c1	34	12	112	34	-12*	72	16	-12*
C=CCN1C(=O)CS/C1=N\Nc1cc(=O)[nH]c2ccc(C)cc12	92	105	99	99	100	98	98	95
CN(C)CCN1CCC(Cc2ccccc2)CC1	84	103	99	99	.	102	94	54
CCC(=O)Cc1ccc2ccccc2n1	83	103	119	101	123	99	105	107
CCCCCC/C=C\CCCCCCCCOc1ccc(CCOP(=O)(O)OCC[N+](C)(C)C)cc1	37	75	96	92	.	86	90	81
CCCCn1c2cc(OCc3cn(-c4ccc(Cl)cc4)nn3)ccc2c2ccnc(C)c21	.	30	63	-48*	48	18	39	30
O=C1c2ccccc2C(=O)c2c1oc1c2c(=O)[nH]c2ccccc21	.	-15*	104	66	97	-5.5*	102	36

Five entries picked at random from those above:
SMILES	CAKI-1	OVCAR-3	A498	ACHN	RXF 393	OVCAR-4	OVCAR-5	OVCAR-8
COc1ccc(-n2c(SCc3cc(OC)c(OC)c(OC)c3)nc3cc(OC)c(OC)cc3c2=O)c(OC)c1	82	105	58	94	96	87	92	87
O=C(N=Nc1c(O)[nH]c2ccccc12)Nc1ccc(C(F)(F)F)cc1	81	96	105	98	100	96	106	101
CCc1oc2ccccc2c1C(=O)c1cc(Br)c(O)c(Br)c1	64	58	67	84	52	67	124	79
CN(C)CCN1CCC(Cc2ccccc2)CC1	84	103	99	99	.	102	94	54
CCCCCCCCCCCCCCCC(=O)OC[C@H](CSC[C@H](NC(C)=O)C(=O)N[C@@H](CO)C(=O)OC)OC(=O)CCCCCCCCCCCCCCC	96	.	111	88	128	102	113	98

Additional structures.
SMILES	CAKI-1	OVCAR-3	A498	ACHN	RXF 393	OVCAR-4	OVCAR-5	OVCAR-8
C=C1CC[C@H]2[C@@](C)(CCC3OC(c4ccc(OCc5cn(CC6OC7OC(C)(C)OC7C7OC(C)(C)OC67)nn5)cc4)OC[C@]32C)[C@@H]1/C=C/C1=CCOC1=O (stereo partly drawn)	79	98	.	85	109	92	114	92
Cc1cc(O)c(/C=N/C(N)=S)c(=O)o1	101	103	107	100	98	103	117	98
NCCCS	104	123	93	110	117	113	123	100
O=S(=O)(NCC(F)F)c1ccc(-c2cnc(C3CC3)o2)cc1	89	91	78	96	92	102	93	90
CC(=O)N1N=C(c2ccc(C)cc2)CC1c1cn(-c2ccccc2)nc1-c1cccc(Nc2ccnc3cc(Cl)ccc23)c1 (stereo not drawn)	101	85	82	81	68	120	133	46
COc1ccc(C2CC(c3ccccc3)=Nc3ccccc3S2)cc1OC (stereo not drawn)	87	107	104	99	.	92	104	.
CSc1ccc(NC(=O)c2ccc3nnn(/C(C#N)=C/c4ccccn4)c3c2)cc1	-94*	-71*	45	-100*	-99*	-97*	-79*	-61*
COc1ccc(/C=C/C(=O)c2ccc3cc(OC)ccc3c2)cc1	98	102	77	102	102	108	103	92
COc1ccc(/C=C2\Oc3cc(OCCCN4CCCC4)ccc3C2=O)cc1OC	87	96	.	83	85	85	89	92
Cc1nc(-c2ccc(F)cc2)ccc1NC(=O)Nc1cccc(C(F)(F)F)c1	.	59	87	.	108	71	116	71
CC(=O)c1ccc2c(c1)[nH]c1ccccc12	83	101	82	106	122	97	102	92
CC(C(C(=O)N1CCCCC1)N1CCCCC1)N1CCCCC1 (stereo not drawn)	.	119	119	116	112	116	117	105
O=C1C(=O)c2c(nc3ccc(C(F)(F)F)cn23)-c2ccccc21	.	-63*	-93*	-99*	-95*	-96*	-78*	-96*
O=c1[nH]c(CN2CCN(c3ccccc3F)CC2)nc2sc3c(c12)CCC3	122	118	93	113	160	112	97	101
COC(=O)c1ccc(Cn2c(=O)sn(CCCl)c2=O)cc1	.	104	98	103	115	92	105	91
CCC(=O)N1c2cc(C)ccc2N(C(=O)CC)c2c1c1cc(Br)ccc1n2C(=O)CC	68	99	109	88	102	89	104	99
CCOCCC(CC)CC(C)C (stereo not drawn)	92	124	113	94	103	113	105	96
CCn1cc(C2=C(c3c[nH]c4ccccc34)C(=O)N(O)C2=O)c2cc(Br)ccc21	90	94	93	106	99	99	113	99
CSc1nn2c(=O)c3c4c(sc3nc2n1-c1ccc(Cl)cc1)CN(C)CC4	88	101	.	98	108	105	106	106
CN1C(=O)C(=Cc2ccc3c(c2)Cc2ccccc2-3)C(=O)N(C)C1=O	99	105	92	105	113	113	95	106
COc1ccc([N+](=O)[O-])cc1Nc1n[nH]c(-c2ccccc2)n1	70	84	35	89	88	91	93	93
COc1ccc(OC)c(-c2cc(-c3ccc(Br)s3)[nH]c(=O)c2C#N)c1	81	108	.	100	116	106	99	101

Limited to OVCAR-5, for some of the entries so far:
compound,OVCAR-5
O=S(=O)(NCC(F)F)c1ccc(-c2cnc(C3CC3)o2)cc1,93
O=C(Nc1ccc(-c2nc3ccccc3c(=O)[nH]2)cc1)c1cc2ccccc2[nH]1,83
O=[N+]([O-])c1ccccc1Nc1cccc2ccccc12,103
Cc1cc(O)c(/C=N/C(N)=S)c(=O)o1,117

In a second layout: 2 of the compounds above
Each structure is followed by: CAKI-1	OVCAR-3	A498	ACHN	RXF 393	OVCAR-4	OVCAR-5	OVCAR-8
CN(C)CCN1CCC(Cc2ccccc2)CC1
    84	103	99	99	.	102	94	54
CCC(=O)Cc1ccc2ccccc2n1
    83	103	119	101	123	99	105	107
